KDM4E inh: qHTS Assay for Inhibitors of Human Jumonji Domain Containing 2E (JMJD2E); JMJD2E catalytic domain, FDH-coupled NADH fluorescence (FDH is formaldehyde dehydrogenase); 1.6% of 230,000 active; Potency, µM (doses to about 57.1 µM), without a hit: top-dose activity change, negative = inhibition, actives largely listed as inhibitors; active = well fitted inhibition curve with a large enough effect, not every such curve was filed as active; inconclusive = small, poorly fitted or top-dose-only effect, or another doubt; inactive = no such curve, though single readings can be large or run the other way;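 note: 0% = wells with enzyme and -100% = buffer wells without enzyme; nearly all actives have a fitted effect of over 50% in size; many of its hits are not listed in these tables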
Target sequence (B2RXH2 1-337 limits assumed): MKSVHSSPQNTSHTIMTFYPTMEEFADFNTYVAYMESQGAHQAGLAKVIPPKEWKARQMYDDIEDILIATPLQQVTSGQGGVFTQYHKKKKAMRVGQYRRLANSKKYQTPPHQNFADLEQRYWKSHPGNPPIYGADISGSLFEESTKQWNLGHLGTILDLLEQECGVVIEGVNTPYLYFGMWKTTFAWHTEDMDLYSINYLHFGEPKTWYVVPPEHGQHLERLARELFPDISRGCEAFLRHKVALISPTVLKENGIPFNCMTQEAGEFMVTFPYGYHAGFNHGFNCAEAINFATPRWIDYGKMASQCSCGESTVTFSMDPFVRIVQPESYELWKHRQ
Tau fibril FP: qHTS for Inhibitors of Tau Fibril Formation, Fluorescence Polarization. K18 P301L tau heparin fibrillization, Alexa594 FP, 6 h. Potency, µM (highest dose often 57.7 µM), for the others: top-dose activity, negative = inhibition, usual class: inhibitors. 0.39% of 280,000 active. AID 1468, 2008; note: % is set by controls: 0 for no effect and ±100 for the full control effect; nearly all actives have a fitted effect of over 55% in size
Target sequence (P10636 561-689 P618L limits assumed): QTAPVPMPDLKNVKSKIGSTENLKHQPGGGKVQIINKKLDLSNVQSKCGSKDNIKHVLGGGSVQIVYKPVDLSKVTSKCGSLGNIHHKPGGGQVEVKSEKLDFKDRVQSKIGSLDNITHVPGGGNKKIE
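Recombinant K18 P301L […], labeled with Alexa 594 at 0.24 uM over 15 uM unlabeled; heparin inducer 20 uM final; 37 C, 6 hr; FP endpoint.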
Tau fluor cs: Counterscreen qHTS for Inhibitors of Tau Fibril Formation, Fluorescence Polarization | AID 1463, 2008 | 0.93% of 280,000 active | Potency, µM (highest dose often 57.7 µM), for inactives: top-dose activity change, negative = decrease | tau K18 P301L Alexa594 fluorescence, heparin fibrillization; note: % is set by controls: 0 for no effect and ±100 for the full control effect; nearly all actives have a fitted effect of over 55% in size
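Human tau K18 P301L (15 uM unlabeled, 0.24 uM Alexa 594-labeled) in 100 mM sodium acetate pH 7 with 20 uM heparin, 6 hr at 37 C. ThT 30 uM added, 1 hr ambient; Alexa 594 FP and total fluorescence read at 555/632 nm.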
Tau fibril ThT: qHTS for Inhibitors of Tau Fibril Formation, Thioflavin T Binding; 2.1% of 270,000 active; Potency, µM (titrated, usually from 57.4 µM), without a hit: top-dose activity, negative = inhibition, hits mostly inhibitors; recombinant tau K18 P301L (four-repeat tau fragment), heparin-induced fibrillization, ThT fluorescence; Microtubule-associated protein tau (Homo sapiens), P10636; note: % is set by controls: 0 for no effect and ±100 for the full control effect; nearly all actives have a fitted effect of over 55% in size
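Heparin-induced (20 uM) aggregation of recombinant human K18 P301L tau, 15 uM unlabeled with 0.24 uM labeled, pH 7 acetate buffer, 6 hr at 37 C with compound. Fibrils quantified by 30 uM ThT fluorescence after 1 hr ambient incubation.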
ALDH1A1 block: qHTS Assay for Inhibitors of Aldehyde Dehydrogenase 1 (ALDH1A1); Aldehyde dehydrogenase 1A1 (Homo sapiens), P00352; 7.3% of 220,000 active; Purified ALDH1A1, NADH fluorescence, propionaldehyde substrate; AID 1030, 2008; Potency, µM (top dose mostly 75.3 µM), inactives show at the highest dose activity, negative = inhibition, hits mostly inhibitors; active = well fitted inhibition curve with a large enough effect, not every such curve was filed as active; inconclusive = small, poorly fitted or top-dose-only effect, or another doubt; inactive = no such curve, though single readings can be large or run the other way;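 note: plate controls were no enzyme wells and a reference inhibitor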
Target sequence (P00352 whole entry, looked up): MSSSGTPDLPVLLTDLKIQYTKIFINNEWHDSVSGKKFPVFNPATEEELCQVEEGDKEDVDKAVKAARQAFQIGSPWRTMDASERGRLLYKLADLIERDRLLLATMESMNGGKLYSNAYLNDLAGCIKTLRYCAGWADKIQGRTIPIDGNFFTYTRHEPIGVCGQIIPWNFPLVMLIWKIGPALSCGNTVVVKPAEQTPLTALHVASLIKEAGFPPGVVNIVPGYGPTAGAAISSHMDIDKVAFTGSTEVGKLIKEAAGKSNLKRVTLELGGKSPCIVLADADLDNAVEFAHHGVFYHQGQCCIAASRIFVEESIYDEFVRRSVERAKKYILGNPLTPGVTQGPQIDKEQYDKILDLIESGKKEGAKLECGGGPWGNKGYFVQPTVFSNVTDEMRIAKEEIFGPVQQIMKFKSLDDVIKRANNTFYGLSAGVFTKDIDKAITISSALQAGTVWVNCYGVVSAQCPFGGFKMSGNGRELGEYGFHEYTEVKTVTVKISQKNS
HttQ103 aggreg: qHTS Multiplex Assay to Identify Dual Action Probes in a Cell Model of Huntington: Aggregate Formation (GFP); PC12 HttQ103-GFP aggregates, Acumen cytometry, 40 h; 1.1% of 220,000 active; Potency, µM (highest dose often 46.1 µM), for the others: at the top dose activity change, negative = inhibition, most hits filed as inhibitors; AID 1688, 2009; note: % is set by controls: 0 for no effect and ±100 for the full control effect; nearly all actives have a fitted effect of over 60% in size
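Multiplexed with ATP-based cell death, this channel scores GFP aggregates in PC12 cells expressing inducible HTTex1-Q103-GFP. Induction used 100 nM tebufenozide; compounds were tested in concentration series.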
HTT ATP protect: qHTS Multiplex Assay to Identify Dual Action Probes in a Cell Model of Huntington: Cytoprotection (ATP) | PC12 HTT-Q103 induced, cytoprotection, ATP luminescence, 40 h | Potency, µM (doses to about 56.4 µM), inactives show cytoprotection (ATP increase), actives largely listed as activators | 0.14% of 230,000 active | AID 1471, 2008;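 note: % of control where 0% means no effect; nearly all actives have a fitted effect of over 45% in size; toxic huntingtin expression switched on by the ecdysone agonist tebufenozide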
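PC12 cells stably carrying ecdysone-inducible Htt exon 1 (Q103)–GFP were induced with 100 nM tebufenozide (final) alongside library compounds in a dose series. Cytoprotection was scored as retained ATP by ATPlite luminescence.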
SMN2 splice enh: qHTS Assay for Enhancers of SMN2 Splice Variant Expression; HEK293 SMN2-luciferase splicing reporter, luminescence, 30-36 h; Potency, µM (doses to about 46.1 µM), for the others: at the top dose activity change, positive = activation, most hits filed as activators; 2.8% of 210,000 active; note: % of control where 0% means no effect; nearly all actives have a fitted effect of over 55% in size
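qHTS luciferase splicing reporter: luminescence rises when SMN2 exon 7 is included in transfected HEK293 cells. Compound exposure lasted 30-36 h at 37C, with 4.5 mM final sodium butyrate as control, followed by a ONE-Glo read.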
* = called active by the depositor; u = inconclusive; x = no result given; [ ] = remark or other dose. Unless noted, calls come from the whole dose curve; as a rule, active = well fitted curve in the direction sought with a large enough effect; inconclusive = small, poorly fitted or top-dose-only effect, or another doubt; inactive = no such curve, though single readings can be large; an effect the other way counts as inactive or inconclusive. Potency is the fitted concentration of half-maximal effect. Some of the compounds tested (hit frequency here may not be typical).

SMILES | KDM4E inh | Tau fibril FP | Tau fluor cs | Tau fibril ThT | ALDH1A1 block | HttQ103 aggreg | HTT ATP protect | SMN2 splice enh
CC[n+]1c(P(=O)([O-])c2ccccc2)[nH]c2ccccc21 | -1.4% | 6.5% | -0.1% | -4.0% | 6.4% | -0.6% | 10.0% | 16.3%
Cn1c(SCC(=O)NC2CC2)nnc1-c1cccc(NC(=O)c2ccccc2F)c1 | 0.9% | 1.7% | -0.6% | -0.5% | -9.8% | -22.6% | -7.1% | 4.1%
CC1CCC(C(C)C)C(=O)/C1=C\c1ccc(NC(=O)CCC(=O)O)cc1 (stereo unspecified) | -2.4% | 7.7% | -3.9% | -10.7% | 0.0% | -25.4% | -32.5%[inhibitor] | -0.7%
CCOC(=O)C1C(=O)C(C(C)=O)C(=O)CC1CC(C)SCC (stereo unspecified) | -28.7% | 5.2% | -0.8% | 0.5% | 3.4% | 33.6% | -8.3% | 11.7%
COC(=O)c1c(C)oc(C)c1S(=O)(=O)N1CCOCC1 | 3.7% | -3.7% | -1.4% | 0.3% | 3.7% | 2.5%[9.22 µM] | 1.3%[10 µM] | x
CNC(=O)c1ccsc1NC(=O)c1ccc(Cl)s1 | u | -9.4% | -24.0% | u | -4.2% | -12.7% | 7.8% | -4.3%
COc1cc(CNC2CCCC2)cc(Br)c1OCC(=O)Nc1ccccc1C | 3.2% | 4.3% | -6.9% | -9.6% | -1.0% | 5.0% | -12.4% | -7.1%
COC(=O)C(NC(C)=O)(Nc1ccc(Br)cc1)C(=O)OC | 1.2% | -5.9% | -7.0% | -17.8% | 11.3% | 19.7% | -3.7% | -4.4%
COc1ccc(OC)c(CNC(=O)C2CCCN(C(=O)N(C)C)C2)c1 (stereo unspecified) | 4.9% | 7.3% | 9.3% | 3.2% | 10.7% | -2.2% | -8.3% | -7.9%
Cc1cccc(OC(C)C(=O)N2CCCc3ccccc32)c1 (stereo unspecified) | 2.6% | 3.7% | 1.9% | -4.9% | -4.1% | 2.3% | -10.0%[0.074 µM] | -20.6%
CN(CCCC1CCCC1)C(=O)CCc1nnc(-c2ccccc2)o1 | 2.8% | 6.0% | -2.4% | -10.8% | -8.6% | 16.9%[9.22 µM] | 12.5%[10 µM] | 12.6µM*
OC1=C(O)c2nc3ccccc3nc21 | -3.1% | 4.1% | -6.3% | -12.9% | -3.4% | 10.0% | 23.2% | 2.4%

2 records picked at random from the list so far, as already listed:
SMILES | KDM4E inh | Tau fibril FP | Tau fluor cs | Tau fibril ThT | ALDH1A1 block | HttQ103 aggreg | HTT ATP protect | SMN2 splice enh
OC1=C(O)c2nc3ccccc3nc21 | -3.1% | 4.1% | -6.3% | -12.9% | -3.4% | 10.0% | 23.2% | 2.4%
Cc1cccc(OC(C)C(=O)N2CCCc3ccccc32)c1 (stereo unspecified) | 2.6% | 3.7% | 1.9% | -4.9% | -4.1% | 2.3% | -10.0%[0.074 µM] | -20.6%

(further entries)
SMILES | KDM4E inh | Tau fibril FP | Tau fluor cs | Tau fibril ThT | ALDH1A1 block | HttQ103 aggreg | HTT ATP protect | SMN2 splice enh
Cc1onc(-c2c(Cl)cccc2Cl)c1C(=O)N1CCN(c2ccccc2)CC1 | -2.4% | 4.5% | -2.9% | -13.6% | -3.0% | x | x | -3.8%
Cn1nnnc1SCC(=O)N1CCN(c2ccccc2)CC1 | 6.9% | -14.1% | -3.8% | -4.2% | u | -2.4% | -6.6% | -18.4%
N#C/C(=C(/O)c1ccc([N+](=O)[O-])cc1)c1nnc2n1CCCCC2 | -1.6% | -2.2% | -6.2% | -7.4% | u | 31.6% | -17.8% | -1.9%
CCN(CC)S(=O)(=O)c1ccc2c(c1)N(CC(=O)NCC(C)c1ccccc1)C(=O)CO2 (stereo unspecified) | x | -5.5% | -16.5% | -2.3% | x | x | x | 12.9%
N#Cc1c(NC(=O)CSc2nc3ccccc3c(=O)n2Cc2ccco2)sc2c1CCCC2 | -3.2% | -4.2% | -3.3% | -7.0% | 25.1µM* | 1.6% | -15.4%[10 µM] | -11.3%
Cc1ccc(NC(=O)CC2S/C(=N/c3nccs3)N(C)C2=O)c(C)c1 (stereo unspecified) | 3.5% | 1.6% | -20.5% | -25.4% | 1.1% | 20.2%[9.22 µM] | -5.9% | -15.0%
Cc1ccc2occ(-c3cc(-c4ccc(Cl)cc4)nc4c3COc3ccccc3-4)c(=O)c2c1 | x | -10.5% | -18.5% | -13.8% | x | x | x | -12.8%
COc1nc(N(CC(N)=O)S(=O)(=O)c2ccccc2)nc(C)c1Cl | -2.3% | -9.3% | -5.3% | -3.6% | -2.8% | -11.1% | 1.1%[10 µM] | 14.9%
CCCn1c2ccc(C)cc2c2nnc(SCCN3CCCCC3)nc21 | x | -11.4% | -3.5% | -16.1% | x | x | x | 13.0%
O=C(Nc1ccc(Cl)cc1F)c1oc(=O)c2ccccc2c1-c1ccccc1 | x | -7.5% | -6.2% | 4.0% | x | x | x | -2.4%
COc1cc(C)c(CN2CCCCC2CO)cc1C (stereo unspecified) | -6.5% | -0.2% | 2.4% | -0.1% | 7.6% | 6.0% | -9.9% | 7.9%
CN(C)CCNc1oc(-c2cccc(Cl)c2)nc1C#N | u | -0.3% | -9.7% | -1.8% | u | -3.5% | 30.3% | 22.4%
CCc1cccc(C)c1Nc1c(-c2cccs2)nc2nc(C)cc(C)n12 | x | 8.3% | 0.4% | -0.8% | x | x | x | -3.0%
O=C1CSC(c2nn(-c3ccccc3)cc2-c2cc3ccccc3oc2=O)N1Cc1ccco1 (stereo unspecified) | u | 3.7% | -8.8% | -2.7% | u | 20.6% | -12.7%[10 µM] | 12.2%
Cc1cc(C)c(NC(=O)c2ccc(CNS(=O)(=O)c3cc(C(F)(F)F)ccc3Cl)cc2)c(C)c1 | -1.5% | -0.5% | -18.8% | -13.1% | u | 12.1% | -5.0%[1.9 µM] | -22.1%
CC(=O)NC(NC(=S)Nc1ccc(N=Nc2ccccc2C)cc1C)C(Cl)(Cl)Cl (stereo unspecified) | 5.8% | -4.7% | u | u | u | 22.4% | -56.6%[inhibitor] | 1.0%
CCOC(=O)N1CCC(N2C(=O)c3ccccc3C2=O)CC1 | -5.1% | 8.5% | -1.1% | 1.4% | 9.3% | 6.8% | -6.5% | -9.2%
O=C(CCSc1ccc(Cl)cc1)NC12CC3CC(CC(C3)C1)C2 | u | 0.9% | -25.6% | -22.3% | u | u | -93.3%[inhibitor] | -20.1%
CC(CC(=O)O)CC(=O)Nc1cc([N+](=O)[O-])ccc1O (stereo unspecified) | 2.7% | -1.2% | -14.7% | -18.9% | 2.9% | u | -14.6% | -14.5%
COC(=O)c1ccc(CSc2nnc(-c3ccncc3)n2Cc2ccccc2)o1 | -2.2% | -2.3% | -4.4% | -11.4% | 25.1µM* | 16.2% | -15.6%[0.074 µM] | x
CCOC(=O)COc1cc(Br)c(/C=N/Nc2ccccc2)cc1OC | -12.1% | 7.4% | -21.6% | u | u | 11.7% | 4.7% | -29.1%
CCN1CCc2nc(NC(=O)C(c3ccccc3)c3ccccc3)sc2C1 | -7.7% | -4.3% | -18.5% | -19.0% | u | 14.2%[9.22 µM] | 18.2% | -7.5%
CCN=C1SC(C(=O)Nc2ccc(OC)cc2)CC(=O)N1CC (stereo unspecified) | 1.7% | -14.3% | -9.6% | -5.5% | u | 10.8% | -18.9% | -2.4%
Cc1ccccc1Nc1nnc(SCc2nc3ccccc3c(=O)[nH]2)s1 | 8.4% | -13.8% | -5.4% | 2.4% | -0.2% | -1.3% | -15.5%[10 µM] | 4.1%
CCOP(=O)(c1ccc(N(C)C)cc1)C(O)c1cc(OC)c(OC)c(OC)c1 (stereo unspecified) | -19.3% | 4.8% | 9.0% | 2.3% | -3.1% | -0.6% | -11.8%[0.074 µM] | 7.1%
CN(CCC#N)C(=O)CC1(Cc2ccccc2)CCOC(C)(C)C1 (stereo unspecified) | -1.1% | 7.2% | 0.5% | 3.4% | x | -25.2%[9.22 µM] | -24.8%[10 µM] | x
CC(=O)Nc1ccc(NC(=O)C(C)OC(=O)/C=C/c2cn(-c3ccccc3)nc2-c2cccnc2)cc1 (stereo unspecified) | u | u | -20.9% | -8.2% | u | u | -26.6%[10 µM] | -29.3%
CN(C)CCSc1nc(-c2ccccc2)nc2c1CCC2 | -0.1% | 1.3% | -0.3% | -0.4% | 8.5% | 29.0% | -2.7%[10 µM] | -9.0%
COc1ccc(C(=O)CN2C(=O)NC3(CCCCC3)C2=O)cc1OC | -9.0% | 4.9% | -2.2% | -8.7% | -3.3% | 5.4% | -22.7% | 6.0%
CCOc1ccccc1Nc1cc(C)nc2nnnn12 | -2.3% | -0.5% | 2.4% | 7.2% | u | 15.7%[9.22 µM] | 4.0%[10 µM] | x
Cc1cc(C(F)(F)F)nn1CC(=O)NNC(=S)Nc1cccc(Cl)c1 | 11.6% | -3.6% | -1.8% | 1.9% | 20µM* | 6.7% | -3.4% | -4.9%
N=C1CCCN1CC(=O)c1ccc(Br)cc1 | -29.8% | u | -7.1% | 1.9% | 0.9% | u | 6.4%[10 µM] | u

Arranged by length of the SMILES (high to low): some entries from above.
SMILES | KDM4E inh | Tau fibril FP | Tau fluor cs | Tau fibril ThT | ALDH1A1 block | HttQ103 aggreg | HTT ATP protect | SMN2 splice enh
CCOP(=O)(c1ccc(N(C)C)cc1)C(O)c1cc(OC)c(OC)c(OC)c1 (stereo unspecified) | -19.3% | 4.8% | 9.0% | 2.3% | -3.1% | -0.6% | -11.8%[0.074 µM] | 7.1%
Cc1cc(C(F)(F)F)nn1CC(=O)NNC(=S)Nc1cccc(Cl)c1 | 11.6% | -3.6% | -1.8% | 1.9% | 20µM* | 6.7% | -3.4% | -4.9%
CCOc1ccccc1Nc1cc(C)nc2nnnn12 | -2.3% | -0.5% | 2.4% | 7.2% | u | 15.7%[9.22 µM] | 4.0%[10 µM] | x

Screening results: PubChem, National Center for Advancing Translational Sciences (NCATS)
